VLA-4 inh: inhibition in a human VLA-4 binding assay. VLA-4 expressing cells, ligand binding flow cytometry. inhibition, % (about 7 µM as worked out from the volumes in the protocol). 0.2% of 330,000 active; in the data active = inhibition above about 50%
Target sequence (P13612 whole entry, looked up): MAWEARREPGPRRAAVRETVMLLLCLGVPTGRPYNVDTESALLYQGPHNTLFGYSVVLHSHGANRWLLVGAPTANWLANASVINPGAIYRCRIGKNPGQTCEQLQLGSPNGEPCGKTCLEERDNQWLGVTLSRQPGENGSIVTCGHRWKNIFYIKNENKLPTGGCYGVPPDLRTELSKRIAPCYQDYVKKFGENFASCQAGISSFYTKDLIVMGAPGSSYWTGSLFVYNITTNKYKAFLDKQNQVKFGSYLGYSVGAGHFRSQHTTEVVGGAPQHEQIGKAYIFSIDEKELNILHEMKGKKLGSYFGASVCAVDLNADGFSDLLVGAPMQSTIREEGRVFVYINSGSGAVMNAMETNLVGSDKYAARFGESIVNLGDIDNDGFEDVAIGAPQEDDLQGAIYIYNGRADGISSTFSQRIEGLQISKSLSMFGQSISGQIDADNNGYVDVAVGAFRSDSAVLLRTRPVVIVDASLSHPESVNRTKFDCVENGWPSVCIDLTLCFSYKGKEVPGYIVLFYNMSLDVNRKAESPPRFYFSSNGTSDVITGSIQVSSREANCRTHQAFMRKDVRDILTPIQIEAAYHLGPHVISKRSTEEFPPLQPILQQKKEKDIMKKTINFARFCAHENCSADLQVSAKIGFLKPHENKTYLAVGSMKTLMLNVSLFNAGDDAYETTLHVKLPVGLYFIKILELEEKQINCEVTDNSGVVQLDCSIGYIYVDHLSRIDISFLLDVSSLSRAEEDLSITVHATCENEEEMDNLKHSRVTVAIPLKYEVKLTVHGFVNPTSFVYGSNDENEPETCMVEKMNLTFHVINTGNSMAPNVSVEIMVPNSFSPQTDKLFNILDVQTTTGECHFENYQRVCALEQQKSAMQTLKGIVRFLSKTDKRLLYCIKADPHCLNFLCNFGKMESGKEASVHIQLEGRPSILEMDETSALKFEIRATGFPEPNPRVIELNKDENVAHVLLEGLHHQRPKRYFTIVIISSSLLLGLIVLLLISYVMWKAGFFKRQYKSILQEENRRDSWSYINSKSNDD
CIT2-GFP yeast: modulators of TOR pathway CIT2-GFP in S. cerevisiae | S. cerevisiae CIT2-GFP strain, flow cytometry, 3 h; 100 means same as DMSO wells | GFP response vs DMSO, % at 10 µM | 0.065% of 320,000 active | AID 2029;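 active = GFP response relative to DMSO above a set limit, near the screen mean plus 3 SD, cut at about 150% in these data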;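 note: ratio of well median GFP fluorescence to mean of DMSO wells on the plate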
BCLXL inh: blocks human Bcl-xL binding to Bim BH3 peptide. Q07817. GST-Bcl-xL / FITC-Bim BH3 peptide fluorescence polarization. inhibition, % at 10.9 µM. 0.7% of 320,000 active;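 active = inhibition above the mean of all tested compounds plus 3 SD, cutoff set per campaign, cut at about 30% in these data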;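 note: 0% = DMSO wells and 100% = unlabeled Bim-BH3 peptide competitor; inhibitors lower millipolarization by displacing the labeled peptide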
MCL1 BIM primary: MCL1-BIM-BH3 interaction inhibition (human); GST-MCL1 / FITC-Bim-BH3 fluorescence polarization; inhibition, % at 10.9 µM; 0.68% of 320,000 active; AID 2057;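 active = inhibition above the mean inhibition of all tested compounds plus 3 SD, set per campaign, cut at about 40% in these data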;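 note: 0% = DMSO wells and 100% = unlabeled Bim-BH3 peptide control; higher means more loss of mP so more displacement of Bim peptide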
Fam108B inh: Fam108B inhibition, counter-screen for RBBP9 inhibitors. recombinant Fam108B, FP-Rh probe fluorescence polarization. inhibition, % at 9.51 µM. 0.33% of 300,000 active. AID 1947;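 active = inhibition above the screen mean inhibition plus 3 SD, computed separately per campaign, cut at about 18% in these data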;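 note: inhibitors lower polarization as less probe binds the enzyme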
AGP1-GFP MLPCN: modulators of TOR pathway AGP1-GFP in S. cerevisiae. S. cerevisiae AGP1-GFP multiplex flow cytometry, 3 h; GFP as percent of DMSO wells. GFP response vs DMSO, % at 10 µM. 0.02% of 320,000 active. AID 2066;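 active = GFP response relative to DMSO above a set limit, near screen average plus 3 SD, cut at about 150% in these data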;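 note: median GFP channel fluorescence of the gated AGP1 strain per well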
MEX-5 binding: C. elegans MEX-5 TCR-2 RNA binding activity; activity score (negative = inhibition of binding), % at 10 µM; 0.38% of 300,000 active; MEX-5/FITC-TCR2 RNA binding, fluorescence polarization; active compounds read low;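 active = inhibition past about -25% in most replicates, and total fluorescence under double the plate's negative control median, limit read from the data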;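 note: 0% = DMSO and -100% = 5 µM competing unlabeled TCR2 RNA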
GLD-1 RNA inh: GLD-1-TGE RNA interaction inhibition (C. elegans); purified GLD-1 + fluorescein TGE RNA, fluorescence polarization; Q17339; 0.44% of 320,000 active; inhibition, % at 5.96 µM;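 active = percent inhibition above a per-plate cutoff, the plate mean of test compounds plus 3 SD, cut at about 30% in these data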;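 note: 0% = DMSO wells with GLD-1 and probe and 100% = wells lacking GLD-1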
GRK2 aptamer HTS: inhibitors of human GRK2 displacing RNA aptamer; P25098; bead flow cytometry, FAM-aptamer displacement from GRK2; inhibition of aptamer binding, % at 10 µM; 0.59% of 330,000 active;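 active = inhibition of aptamer binding above 40%, roughly 3 SD of noise, on plates passing a quality check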;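 note: median bead fluorescence of bound FAM aptamer so fluorescent compounds give negative values; no value below 0 was filed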
Active calls of the source: *.

`Cc1ccc(-c2nnc(NC3CCCC3)s2)cc1` gave VLA-4 inh -1, CIT2-GFP yeast 94, BCLXL inh 5, MCL1 BIM primary 4, Fam108B inh 1, AGP1-GFP MLPCN 90, MEX-5 binding 0.0, GLD-1 RNA inh -4 and GRK2 aptamer HTS 0.
Cc1cc(C)n2nc3nc(N4CCCCC4)nc(-c4ccco4)c3c2n1 was read as VLA-4 inh 1, CIT2-GFP yeast 95, BCLXL inh 10, MCL1 BIM primary 15, Fam108B inh -2, AGP1-GFP MLPCN 95, MEX-5 binding 0.7, GLD-1 RNA inh 5 and GRK2 aptamer HTS 18.
For CCC(C)(C)n1nnnc1C(c1cc2ccc(OC)cc2[nH]c1=O)N1CCCCC1 (centres undefined) the results were VLA-4 inh 9, CIT2-GFP yeast 98, BCLXL inh 10, MCL1 BIM primary 2, Fam108B inh -4, AGP1-GFP MLPCN 106, MEX-5 binding 0.2, GLD-1 RNA inh -4 and GRK2 aptamer HTS 0.
Screening COc1ccc(Cc2nc3ccc(C(=O)N4CCN(C)C(C)C4)cc3o2)cc1OC (centres undefined) returned VLA-4 inh 10, CIT2-GFP yeast 96, BCLXL inh 6, MCL1 BIM primary 3, Fam108B inh 1, AGP1-GFP MLPCN 96, MEX-5 binding -0.8, GLD-1 RNA inh 13 and GRK2 aptamer HTS 4.
Screening CN(C)c1ccc(-c2ccc3c(=O)c4ccccc4n(C)c3c2)cn1 returned VLA-4 inh -7, CIT2-GFP yeast 100, BCLXL inh 1, MCL1 BIM primary 1, Fam108B inh 0, AGP1-GFP MLPCN 79, MEX-5 binding -1.8, GLD-1 RNA inh -9 and GRK2 aptamer HTS 0.
Cc1ccc(C)c(S(=O)(=O)N2CCN(C(=O)c3ccc(N4CCCC4)c([N+](=O)[O-])c3)CC2)c1 was read as VLA-4 inh 7, BCLXL inh -1, MCL1 BIM primary -2, Fam108B inh 0, AGP1-GFP MLPCN 96, MEX-5 binding -0.6, GLD-1 RNA inh -3 and GRK2 aptamer HTS 0.
For COc1cc(OC)cc(C(=O)N[C@H](C(=O)OCC(=O)Nc2cccc(F)c2)C(C)C)c1 the results were VLA-4 inh 2, CIT2-GFP yeast 109, BCLXL inh 5, MCL1 BIM primary -6, Fam108B inh 4, AGP1-GFP MLPCN 98, MEX-5 binding -3.3, GLD-1 RNA inh 10 and GRK2 aptamer HTS 1.
For CC(=O)n1c2ccccc2c2nc3ccccc3nc21 the results were VLA-4 inh 6, CIT2-GFP yeast 111, BCLXL inh 5, MCL1 BIM primary 5, Fam108B inh 6, AGP1-GFP MLPCN 94, MEX-5 binding -2.4 and GLD-1 RNA inh -5.
Cc1occc1-c1nnc(SCC(=O)Nc2ccccc2-c2ccccc2)n1C was read as VLA-4 inh -4, BCLXL inh 4, MCL1 BIM primary 8, Fam108B inh 2, AGP1-GFP MLPCN 107, MEX-5 binding -0.1, GLD-1 RNA inh 6 and GRK2 aptamer HTS 0.
Screening CN(CC(O)Cn1c2ccccc2c2ccccc21)S(C)(=O)=O (centres undefined) returned VLA-4 inh 4, CIT2-GFP yeast 89, BCLXL inh 1, MCL1 BIM primary 3, Fam108B inh -7, AGP1-GFP MLPCN 90, MEX-5 binding -2.8, GLD-1 RNA inh 0 and GRK2 aptamer HTS 3.
Screening COc1ccc(/C=C(\NC(=O)c2ccc(C)cc2)C(=O)N2CCCCC2)cc1 returned VLA-4 inh -2, CIT2-GFP yeast 103, BCLXL inh 8, MCL1 BIM primary 3, Fam108B inh 0, AGP1-GFP MLPCN 105, MEX-5 binding -0.6, GLD-1 RNA inh 7 and GRK2 aptamer HTS 0.
Screening CC(Oc1ccc(Cl)cc1Cl)C(=O)NNC(=O)[C@@H]1CCCC[C@@H]1C(=O)O (some centres undefined) returned VLA-4 inh -6, CIT2-GFP yeast 96, BCLXL inh 0, MCL1 BIM primary 4, Fam108B inh 1, AGP1-GFP MLPCN 110, MEX-5 binding -0.1, GLD-1 RNA inh -7 and GRK2 aptamer HTS 0.
`Cc1ccc(NC(=O)CCN2C(=O)C3C4CCC(C4)C3C2=O)cc1[N+](=O)[O-]` (centres undefined) gave VLA-4 inh 1, CIT2-GFP yeast 104, BCLXL inh 5, MCL1 BIM primary 9, Fam108B inh 2, AGP1-GFP MLPCN 88, MEX-5 binding 1.5, GLD-1 RNA inh 5 and GRK2 aptamer HTS 1.
`COc1ccc2[nH]c3c(c2c1)CCN1C(=O)N([C@@H](C)C(=O)NCc2ccc(F)cc2)C(=O)[C@]31C` gave VLA-4 inh 8, CIT2-GFP yeast 91, BCLXL inh -1, MCL1 BIM primary -4, Fam108B inh 1, AGP1-GFP MLPCN 95, MEX-5 binding 0.0, GLD-1 RNA inh 3 and GRK2 aptamer HTS 0.
`Cn1nnnc1SCC(=O)Nc1nc2c(F)c(F)c(F)cc2s1` gave VLA-4 inh -2, CIT2-GFP yeast 99, AGP1-GFP MLPCN 94, GLD-1 RNA inh -4 and GRK2 aptamer HTS 0.
For COC(=O)CON1C(=O)c2ccccc2C1=O the results were VLA-4 inh 30, CIT2-GFP yeast 99, BCLXL inh 2, MCL1 BIM primary 4, Fam108B inh 0, AGP1-GFP MLPCN 100, MEX-5 binding 0.2, GLD-1 RNA inh -3 and GRK2 aptamer HTS 0.
`CN1C(=O)CSC1=Nc1ccc(F)cc1` gave VLA-4 inh 1, CIT2-GFP yeast 105, AGP1-GFP MLPCN 100, MEX-5 binding 0.6 and GRK2 aptamer HTS 0.
For OC1(c2ccccc2)CCN(Cc2ccccc2)C2CCCCC21 (centres undefined) the results were VLA-4 inh 0, CIT2-GFP yeast 96, BCLXL inh 2, MCL1 BIM primary 4, Fam108B inh 4, AGP1-GFP MLPCN 98, MEX-5 binding 0.7, GLD-1 RNA inh -3 and GRK2 aptamer HTS 0.
`Cc1nc(NC(=O)CSc2nnc(C3CC3)n2C)sc1C` gave VLA-4 inh -1, CIT2-GFP yeast 94, BCLXL inh 1, MCL1 BIM primary 2, Fam108B inh -2, AGP1-GFP MLPCN 96, MEX-5 binding 0.3, GLD-1 RNA inh 8 and GRK2 aptamer HTS 0.
COc1ccc(-n2c(=O)c3c(C)c(C)sc3n(Cc3ccc(F)cc3)c2=O)c(OC)c1 was read as VLA-4 inh -8, CIT2-GFP yeast 98, BCLXL inh 6, MCL1 BIM primary 7, Fam108B inh -1, AGP1-GFP MLPCN 92, MEX-5 binding 1.2, GLD-1 RNA inh 5 and GRK2 aptamer HTS 2.
CCN(CC)C(=O)c1ccc2nc3ccccc3nc2c1 was read as VLA-4 inh 22, CIT2-GFP yeast 103, BCLXL inh -1, MCL1 BIM primary 1, Fam108B inh 2, AGP1-GFP MLPCN 98, MEX-5 binding 4.0, GLD-1 RNA inh -4 and GRK2 aptamer HTS 3.
Screening Cc1c(C(=O)Nc2ccccc2)csc1-c1ccccc1 returned VLA-4 inh 2, CIT2-GFP yeast 91, BCLXL inh 4, MCL1 BIM primary 8, Fam108B inh 0, AGP1-GFP MLPCN 94, MEX-5 binding 1.0, GLD-1 RNA inh -1 and GRK2 aptamer HTS 0.
`CC(C)(C)OC(=O)N1CCC(NC(=O)c2nc[nH]c2C(=O)N2CCN(C(=O)OC(C)(C)C)CC2)CC1` gave VLA-4 inh 0, CIT2-GFP yeast 96, BCLXL inh -1, MCL1 BIM primary 1, AGP1-GFP MLPCN 103, GLD-1 RNA inh -3 and GRK2 aptamer HTS 3.
`O=C(Nc1ncc2c(n1)-c1ccccc1OC2)c1cccc([N+](=O)[O-])c1` gave VLA-4 inh -5, CIT2-GFP yeast 97, BCLXL inh 3, MCL1 BIM primary 2, Fam108B inh 1, AGP1-GFP MLPCN 104, MEX-5 binding -0.3, GLD-1 RNA inh -4 and GRK2 aptamer HTS 0.
O=S(=O)(c1ccc(Br)s1)n1cccn1 was read as VLA-4 inh 12, BCLXL inh 0, MCL1 BIM primary 8, Fam108B inh -1, AGP1-GFP MLPCN 105, MEX-5 binding -0.1, GLD-1 RNA inh 3 and GRK2 aptamer HTS 0.
Screening CCOc1ccc(NC(=O)CCc2c(C)nn(-c3ccc(N4CCCCC4)nn3)c2C)cc1 returned VLA-4 inh 10, CIT2-GFP yeast 96, BCLXL inh 5, MCL1 BIM primary 9, Fam108B inh -2, AGP1-GFP MLPCN 97, MEX-5 binding -0.7, GLD-1 RNA inh 3 and GRK2 aptamer HTS 0.
Screening Cc1ccc(-c2nn[nH]n2)cc1 returned VLA-4 inh 4, CIT2-GFP yeast 105, BCLXL inh -2, MCL1 BIM primary -5, Fam108B inh 3, AGP1-GFP MLPCN 102, MEX-5 binding -0.1, GLD-1 RNA inh 2 and GRK2 aptamer HTS 3.
Screening CNc1ccc(C(=O)OCC(=O)Nc2ccnn2C(C)C)cc1[N+](=O)[O-] returned VLA-4 inh 41, CIT2-GFP yeast 98, BCLXL inh 2, MCL1 BIM primary 5, AGP1-GFP MLPCN 103, GLD-1 RNA inh 1 and GRK2 aptamer HTS 1.
CCOC(=O)CC(c1ccc(N)cc1)n1c(C)ccc1C (centres undefined) was read as VLA-4 inh 4, CIT2-GFP yeast 99, BCLXL inh -3, MCL1 BIM primary -3, Fam108B inh 0, AGP1-GFP MLPCN 104, GLD-1 RNA inh -4 and GRK2 aptamer HTS 0.
For Cc1cccc(N(Cc2ccccc2)C(=O)c2cc(S(=O)(=O)N3CCOCC3)ccc2Cl)c1 the results were VLA-4 inh 9, CIT2-GFP yeast 97, BCLXL inh 5, MCL1 BIM primary 2, Fam108B inh 3, AGP1-GFP MLPCN 91, MEX-5 binding 3.0, GLD-1 RNA inh 2 and GRK2 aptamer HTS 0.
For COc1ccc(-n2nc(C(=O)NCC(=O)NCCC3=CCCCC3)c3ccccc3c2=O)cc1 the results were VLA-4 inh -2, CIT2-GFP yeast 94, BCLXL inh -1, MCL1 BIM primary -1, Fam108B inh -2, AGP1-GFP MLPCN 98, MEX-5 binding -4.0, GLD-1 RNA inh 1 and GRK2 aptamer HTS 2.
For CN1C(=O)c2c(sc3c2CC(C)(C)SC3)N2CCN=C12 the results were VLA-4 inh -1, CIT2-GFP yeast 105, BCLXL inh 7, MCL1 BIM primary -2, Fam108B inh -2, AGP1-GFP MLPCN 111, MEX-5 binding 1.2, GLD-1 RNA inh -9 and GRK2 aptamer HTS 0.
O=C1COc2ccc(S(=O)(=O)CCC(=O)NC3CCCCC3)cc2N1 was read as VLA-4 inh 3, CIT2-GFP yeast 97, BCLXL inh 3, MCL1 BIM primary -6, Fam108B inh 2, AGP1-GFP MLPCN 90, MEX-5 binding 0.5, GLD-1 RNA inh 10 and GRK2 aptamer HTS 0.
For Cc1ccc(C(=O)N[C@H](C(=O)OCc2cc(=O)n3c(n2)sc2ccccc23)C(C)C)cc1 the results were CIT2-GFP yeast 107, BCLXL inh -1, MCL1 BIM primary -14, Fam108B inh -5, AGP1-GFP MLPCN 98, MEX-5 binding 2.7, GLD-1 RNA inh -2 and GRK2 aptamer HTS 0.

Compound activity from PubChem.
